Screening results: PubChem, several laboratories
Runt-SMMHC FRET = Runt domain-CBFb-SMMHC interaction inhibition; Q01196+Q13951; hit rate 0.74% among 220,000; Cerulean-Runt/Venus-CBFb-SMMHC FRET ratio 530/480, 1 h; inhibition, % at 20 µM;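 active = mean inhibition across duplicate retests at 20 µM reaching about 50%, limit read from the data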;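 note: 0% = DMSO wells and 100% = wells with excess untagged CBFb-SMMHC; inhibitors lower the FRET ratio by blocking Runt binding to CBFb-SMMHC; some results filed as inactive read as strong as hits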
NCF1 inh = blocks human p47phox regulatory protein of NADPH oxidases | P14598 | p47phox/p22phox peptide binding, fluorescence polarization, 2 h | AID 1274 | hit rate 0.53% among 220,000 | inhibition, % at 24.7 µM;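 active = inhibition above about 30%, limit read from the data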;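 note: 0% = p47phox with labelled peptide and 100% = labelled peptide alone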
TNF necrop inh = TNF-alpha cell death inhibition in Jurkat FADD-/- cells; Jurkat FADD-/- TNF necroptosis rescue, ATP luminescence, 24 h; 0 = TNF only, 100 = no-TNF cells; hit rate 0.068% among 220,000; activation (protection from cell death), % at 10 µM; AID 463075;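 active = activation, meaning protection from cell death, of at least 50% relative to plate controls; inactive = activation below 50%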;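 note: necroptosis triggered by 40 ng/mL TNF-alpha added together with compound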
MDM2 E3 inh = Mdm2 E3 ligase (human) inhibition; cell-based MDM2 ubiquitination luciferase reporter, 2 h; 0 = plate control, 100 = twice control, blank-subtracted; signal enhancement, % at 5 µM; Q00987; hit rate 0.11% among 210,000;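 active = signal enhancement of 30% or more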;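 note: luminescence tracks abundance of the self-degrading MDM2-luciferase fusion protein; higher signal means inhibition of MDM2 E3 ligase activity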
Target sequence (Q00987 whole entry, looked up, the tested form may be a part): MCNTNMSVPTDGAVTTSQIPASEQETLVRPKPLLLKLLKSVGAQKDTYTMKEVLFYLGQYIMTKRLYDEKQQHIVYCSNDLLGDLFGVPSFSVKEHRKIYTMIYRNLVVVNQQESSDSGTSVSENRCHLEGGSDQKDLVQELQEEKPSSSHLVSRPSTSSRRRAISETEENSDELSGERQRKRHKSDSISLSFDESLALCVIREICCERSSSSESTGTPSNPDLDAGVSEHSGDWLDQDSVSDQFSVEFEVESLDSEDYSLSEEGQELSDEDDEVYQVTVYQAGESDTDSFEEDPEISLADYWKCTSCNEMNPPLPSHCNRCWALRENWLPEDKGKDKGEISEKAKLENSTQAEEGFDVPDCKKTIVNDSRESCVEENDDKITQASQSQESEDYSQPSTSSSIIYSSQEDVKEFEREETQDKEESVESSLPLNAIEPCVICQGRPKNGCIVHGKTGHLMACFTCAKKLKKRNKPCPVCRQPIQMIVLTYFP
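Assay system: mammalian cells stably expressing self-ubiquitinating, self-degrading MDM2 E3–luciferase fusion. Quantity: 2000 cells in each well. Medium: DMEM culture medium. Compound dosing: single-point 5 µM. Timing: cell settling 4 h, compound treatment 2 h, both 37 °C. Technique: luciferase luminescence. Read-out basis: percent signal gain over controls, blank-subtracted. Benchmarks: plate controls and plate blanks.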
EBV gp42 inh = blocks Epstein-Barr virus glycoprotein 42 binding. hit rate 0.42% among 220,000. inhibition, % (tested at 21.74 µM). Q1HVG2. AID 1085. Fluorescence polarization binding assay, mP read-out; in the data active = inhibition above about 50%
TRPML3 agonist = agonists of human TRPML3 channel; Q8TDD5; HEK293 TRPML3-YFP, Fluo-8 calcium fluorescence; 100% = the carbachol control signal; activation, % at 3 µM; hit rate 0.29% among 220,000; AID 1448;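 active = activation above its plate's cutoff, the mean activation of the plate's test wells plus 3 SD, cut at about 12% in these data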;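 note: 0% = DMSO only wells and 100% = carbachol wells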
Target sequence (Q8TDD5 whole entry, looked up): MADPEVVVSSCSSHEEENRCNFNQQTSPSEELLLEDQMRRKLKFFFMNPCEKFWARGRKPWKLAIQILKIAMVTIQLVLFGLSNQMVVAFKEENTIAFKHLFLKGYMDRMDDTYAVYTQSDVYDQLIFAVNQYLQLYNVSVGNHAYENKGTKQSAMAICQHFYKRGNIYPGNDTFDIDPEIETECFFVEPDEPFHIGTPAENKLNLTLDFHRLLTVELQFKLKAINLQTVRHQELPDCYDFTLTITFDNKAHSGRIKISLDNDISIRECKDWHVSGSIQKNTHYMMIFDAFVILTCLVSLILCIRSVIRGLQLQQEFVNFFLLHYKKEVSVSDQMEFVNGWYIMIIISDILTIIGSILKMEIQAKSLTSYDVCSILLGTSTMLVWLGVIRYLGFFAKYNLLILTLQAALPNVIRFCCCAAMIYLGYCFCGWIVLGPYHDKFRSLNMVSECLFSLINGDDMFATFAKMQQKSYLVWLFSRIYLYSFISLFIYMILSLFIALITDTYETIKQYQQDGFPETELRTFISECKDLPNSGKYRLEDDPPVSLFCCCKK
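Material: HEK293 cells stably carrying human TRPML3-YFP; compound dosing: single dose, 3 µM final nominal compound, 0.3% DMSO final; incubation: 1-h 37 °C dye load, 5-s basal, 120-s post-compound reads; technique: Fluo-8 intracellular calcium fluorescence, excitation 470-495 nm, emission 515-575 nm; read-out basis: percent activation from peak-to-basal fluorescence ratio, scaled between DMSO and carbachol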
PPC-1+TRAIL kill = kills PPC-1 cancer cells in the presence of TRAIL. hit rate 0.41% among 220,000. cell killing (% activity), % at 4 µM. PPC-1 cells + TRAIL, ATPLite viability luminescence. AID 1443;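 active = cell killing above 50% in the first pass at 4 µM, then a duplicate retest at 5 µM averaging 50% or more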;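 note: plate controls were cells with TRAIL plus DMSO for no effect and medium-only wells lacking cells for full effect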
CHOP inhibitor = blocks CHOP induction under ER stress. CHO-K1 CHOP-promoter luciferase, tunicamycin-induced, 15-18 h. inhibition, % at 10 µM. hit rate 3.8% among 220,000;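 active = compounds that reduced the stress-induced luciferase reporter signal by more than about 70% of percent inhibition, limit read from the data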;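 note: 0% = tunicamycin plus vehicle and 100% = wells without tunicamycin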
zfTRPN1 agonist = activates the zebrafish TRPN1 channel; activation, % at 3 µM; HEK293 zebrafish TRPN1-YFP, Fluo-8 calcium fluorescence; 100% = response to 87 µM carbachol; AID 1424; hit rate 0.18% among 220,000;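 active = activation above its plate's cutoff, the mean activation of test wells on that plate plus 3 SD, cut at about 19% in these data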;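 note: 0% = DMSO alone and 100% = 87 µM carbachol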
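System: zebrafish TRPN1-YFP in HEK293 cells / Dosing: 3 µM single point / Timing: dye loading 1 h at 37 °C, then 30 min room temperature / Signal: Fluo-8 calcium fluorescence, excitation 470-495 nm, emission 515-575 nm / Read-out basis: percent activation from peak over basal fluorescence ratio, control-normalized / Control set: high carbachol 87 µM, low DMSO alone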
* marks the source's active call; other numbers are inactive results; / = no result given.

SMILES	Runt-SMMHC FRET	NCF1 inh	TNF necrop inh	MDM2 E3 inh	EBV gp42 inh	TRPML3 agonist	PPC-1+TRAIL kill	CHOP inhibitor	zfTRPN1 agonist
O=C(/C=C/c1ccc(Cl)cc1)N(Cc1ccccc1)c1ccccn1	0	0	1.4	-6	-1	-0.2	15	41	-2.3
c1ccc(CSc2ccc(-c3cccs3)nn2)cc1	-2	-6	2.2	-11	5	0.4	24	29	-2.4
O=C(COC(=O)CNC(=O)c1ccccc1)Nc1ccc(Cl)cc1C(F)(F)F	0	3	-0.2	-20	-7	-1.2	8	-7	-1.2
CSc1nc2ccc(NS(=O)(=O)c3ccc(Br)s3)cc2s1	-1	-16	0.0	-6	2	-0.4	10	4	0.9
COC(=O)c1ccc(C2OCC(C)(C)CO2)cc1	-5	2	0.6	-7	-13	0.4	-2	2	-0.7
CCc1cc(CNC(=O)CC2C(=O)NCCN2Cc2ccccc2C(F)(F)F)on1 (centres undefined)	-8	6	1.8	-1	10	0.6	-4	20	0.3
Cc1nn(C(=O)c2cccnc2)c(C)c1Sc1ccccc1	-53	2	0.3	6	-7	-0.2	4	68	-2.6
Cc1ccc(SCCN2CCN(CCc3ccccc3)CCC2=O)cc1	0	-8	0.3	17	-19	/	-3	13	/
C/C(=N\NC(=O)CN1CCOCC1)C(C)(C)C	1	-6	-2.1	5	-6	1.0	11	29	2.8
c1cc2nncn2nc1N1CCCC1	2	-6	0.4	7	-24	0.2	16	-16	0.4
Cc1cc(C)n(CCN(C)Cc2cn[nH]c2-c2ccc(F)cc2F)n1	-2	-5	-0.6	-10	9	0.6	3	11	0.6
COC(=O)/C=C/c1ccccc1S(=O)(=O)N(Cc1ccccc1)Cc1ccco1	-4	-14	-16	-13	-5	/	23	2	/
COC/C=C/C1=CC2=CC(=O)C(C)(OC(=O)c3cnc4ccccc4n3)C(=O)C2=CN1CCCCO (centres undefined)	-2	7	-0.4	-10	10	/	13	0	/
O=C(O)c1ccccc1C(=O)N1CC=C(c2ccccc2)CC1	1	-9	-3.4	-10	1	-0.2	8	32	0.2
COc1cc(OC)cc(C(=O)NCCOc2ccccc2)c1	-5	0	0.5	-14	-6	0.1	12	11	-1.6
CCn1c(CC(=O)Nc2ccccc2)nnc1SCC(=O)Nc1ccccc1C(=O)OC	0	-15	-1.6	-9	-14	-0.7	16	-1	0.0
Cc1ccc(NC(=O)CCC(=O)OCC(=O)c2ccc(Oc3ccc([N+](=O)[O-])cc3)cc2)cc1	-4	-12	1.3	/	-22	0.7	20	23	0.5
CS(=O)(=O)N(CC(=O)NN=C1CCCCCC1)c1ccc(Oc2ccccc2)cc1	0	1	1.3	-19	-3	1.5	9	19	0.9
O=C1CCCC/C1=C/Nc1cccc(C(F)(F)F)c1	4	-3	-0.4	-2	11	0.0	32	-19	0.9
CC(C)(C)c1ccc(/C=C2\SC(=O)N=C2N)cc1	3	1	2.1	-5	-6	-0.4	16	-45	-1.2
CCOC(=O)N1CCN(Cc2nc3c(c(=O)n(C)c(=O)n3C)n2CCCc2ccccc2)CC1	0	-5	-2.6	-10	-12	0.4	14	1	-1.1
CC(Sc1ccc(Cl)cc1)C(=O)Nc1ccc2c(c1)OCO2 (centres undefined)	-3	-10	1.4	/	-8	0.4	16	8	-1.3
O=C(Nc1ccc2c(c1)OCO2)N1CCCC1	3	1	0.9	1	7	0.9	11	-8	1.6
COC(=O)C1CCN(C(=O)Cc2ccc(Br)cc2)CC1	2	-12	-0.6	15	-19	-0.5	28	-13	1.0
Cc1ccc(CN(c2ccc(C(=O)Nc3ccc4c(c3)OCO4)cc2)S(C)(=O)=O)cc1	-6	0	-1.6	-19	10	2.1	16	69	2.7
COc1ccc(S(=O)(=O)N[C@@H](C)C(=O)OCC(=O)Nc2cc3oc4ccccc4c3cc2OC)cc1	4	-27	-0.4	6	-9	0.2	36	-16	-1.1
Cc1cc(C)c2nc(NNC(=O)c3ccc(S(=O)(=O)N4CCCC(C)C4)cc3)sc2c1 (centres undefined)	-24	-4	-19	/	5	0.9	-5	26	-0.7
CN(C)C(=O)/C(=C\c1ccncc1)NC(=O)c1ccccc1	1	-1	0.6	-1	-16	0.4	5	57	0.2
CCOC(=O)c1ccc(NC(=O)CCc2ccc(C)o2)cc1	4	-20	-0.5	-14	-8	-0.8	-4	65	-1.2
Clc1ccc(-c2csc(Nc3ccccc3)[n+]2Cc2ccco2)c(Cl)c1	2	-16	-3.5	-5	-11	0.8	-2	17	1.4
O=C1CCN(C(=O)c2cccs2)c2ccccc21	-5	-11	1.0	5	-1	0.9	11	15	1.0
CCN(CC)c1ccc(/C=C(\C#N)c2ccccn2)cc1	-45	-11	-8.5	-53	-69	2.7	62*	35	2.8
COc1ccc(S(=O)(=O)N(C)c2ccc(C(=O)N3CCOCC3)cc2)cc1OC	0	-9	-1.4	-8	-7	1.0	1	15	0.0
CCC(C)NCC(O)COCc1ccc(Cl)cc1 (centres undefined)	-1	0	1.4	-9	-12	1.5	-5	-41	-0.1
O=C1/C(=C/c2cccs2)SC(=S)N1C1CCS(=O)(=O)C1 (centres undefined)	-4	136*	-13	9	-20	0.5	5	8	-0.5
COc1ccc(S(=O)(=O)Nc2ccc(S(=O)(=O)N3CCOCC3)cc2)cc1C	0	-4	0.0	-16	-21	-0.2	12	31	1.9
NS(=O)(=O)c1ccc(NC(=O)C2CCCN(S(=O)(=O)c3ccc(F)cc3)C2)cc1 (centres undefined)	3	-15	-0.7	-6	-13	-0.1	17	7	-1.1
O=C(CNS(=O)(=O)c1cccc2nsnc12)NCc1ccc(Cl)cc1	-2	-13	1.9	3	-1	0.2	10	28	1.7
CCOC(=O)c1c(C)c(C(=O)Nc2ccc(F)cc2)c(C)n1C	46	-4	1.2	-11	1	0.3	10	-10	1.0
O=C(O)C1C(C(=O)Nc2ccc(Cl)cc2)C2C=CC1C21CC1 (centres undefined)	-1	2	-0.7	-21	-23	0.8	13	5	0.2
O=C(CSc1ncccc1C(=O)O)NCc1ccc(F)cc1	0	-8	0.1	0	-9	-0.6	-11	28	-1.5
CS(=O)(=O)Nc1ccc(Br)cc1C(=O)c1ccccc1	-6	17	0.1	-4	-14	-0.3	16	-10	-1.3
COc1ccc(-c2nc(N)n(C(=O)c3ccccc3)n2)cc1	0	-20	-1.9	-2	5	1.1	8	-3	0.2
O=C(/C=C/c1ccc(F)cc1)NC(=S)NNC(=O)c1cnccn1	3	-6	-8.4	-10	-7	0.9	17	67	3.0
O=C(NCCN1CCOCC1)Nc1ccc(F)cc1	0	-4	1.0	-5	-11	0.8	-8	-13	0.5
CCOc1ccc(C2N(c3cc(C)on3)C(=O)C3CCCN32)cc1OC (centres undefined)	5	-6	-0.8	7	5	0.5	-4	46	0.7
CN1CCN(C(=O)/C(=C/c2ccc(F)cc2)c2ccsc2)CC1	1	-6	0.6	-22	-13	-0.1	-8	-9	-0.8
Cc1cc(C(=O)COc2ccc(C#N)cc2)c(C)n1-c1ccc2c(c1)OCO2	4	-3	-0.2	-5	-27	0.7	9	45	3.1
S=C(Nc1ccc2nc(-c3ccccn3)c(-c3ccccn3)nc2c1)N1CCOCC1	-68	-2	0.2	-22	15	-0.1	12	-23	1.1
CCOC(=O)c1c(NC(=O)COC(=O)Cn2cnc3ccccc32)sc(C)c1C	4	5	-1.2	-9	-13	-0.1	-14	27	-0.2
CCOC(=O)CSc1nc2ccccc2n1CC(=O)NC(C)(C)C	1	-5	-0.1	-17	-15	0.9	21	15	-0.9
O=C(O)CCC(=O)OC1CC2CCC1C2 (centres undefined)	0	5	-4.4	-22	-22	0.0	16	2	0.1
Cc1ccccc1NC(=S)N(CCCN1CCCCC1)Cc1ccco1	2	-16	2.3	-7	5	0.9	21	0	-0.3
COc1ccc(/C=N/NC(=O)C(=O)N2CCCC2)cc1OC	2	-16	0.2	-2	10	0.3	13	-9	-1.2
O=C(COC(=O)CCN1C(=O)c2ccccc2C1=O)Nc1ccc(S(=O)(=O)N2CCCC2)cc1	-6	-1	0.0	-7	-30	1.3	8	34	4.3
COc1ccc(C)cc1S(=O)(=O)N(CC(=O)N1CCOCC1)Cc1ccccc1	-1	-9	-0.7	-5	0	-0.1	-1	34	1.0
CC12CCC(C(=O)NCc3ccccc3Cl)(OC1=O)C2(C)C (centres undefined)	-4	3	1.8	-4	-4	0.6	1	37	0.6
CCC(C)(C)n1nnnc1C(c1cc(OC)ccc1OC)N1CCN(Cc2ccccc2)CC1 (centres undefined)	/	-3	1.8	-21	-3	0.2	/	30	-2.5
CC1=C/C(=C\c2ccc(Br)o2)C(=O)O1	0	-13	-0.3	-18	51*	1.4	4	-12	1.9
CSc1nc2ccc(NC(=O)CSc3nnc(N)s3)cc2s1	-2	-26	-1.5	-14	-3	-0.6	11	0	0.2

Continued.
SMILES	Runt-SMMHC FRET	NCF1 inh	TNF necrop inh	MDM2 E3 inh	EBV gp42 inh	TRPML3 agonist	PPC-1+TRAIL kill	CHOP inhibitor	zfTRPN1 agonist
Cc1sc(NC(=O)CSc2nnc(C)c(=O)[nH]2)c(C#N)c1C	5	-19	3.7	-19	-17	0.7	14	17	-1.1
O=C(Nc1ccccc1)c1ccsc1	16	3	5.7	6	-4	0.8	12	25	-0.3
CC#CCCCC(=O)Nc1cc(OC)nc(OC)n1	2	-10	-0.8	15	-10	0.3	14	-12	0.8
CCC1(C)Cc2c(C#N)c(N)n(-c3ccccc3)c(=O)c2CO1 (centres undefined)	2	-7	0.0	4	-7	0.8	-1	-9	-0.3
O=C(O)c1ccc(C(=O)C(=O)c2ccccc2)cc1	2	-1	0.2	/	-4	0.4	29	7	1.2
CCC(=O)NC(Nc1ccccn1)(C(=O)OC)C(F)(F)F (centres undefined)	3	-9	-1.1	-5	-2	-0.1	11	13	0.5
CCOC(=O)CCC(NC(=O)CCCC(=O)NC(CCC(=O)OCC)C(=O)OCC)C(=O)OCC (centres undefined)	-4	-7	-0.8	-9	-7	0.7	12	4	0.0
Cc1ccsc1/C=C(\C#N)C(=O)Nc1c(C)n(C)n(-c2ccccc2)c1=O	1	-8	0.9	/	-9	0.1	11	14	2.1
O=C(Nc1ccc(F)cc1)c1ccccc1S(=O)(=O)c1ccccc1[N+](=O)[O-]	-1	0	0.7	49*	-4	-0.4	21	30	-0.7
